E-sel TNF inh – TNF alpha driven E-selectin expression inhibition. AID 1246. inhibition, % at 2 µM. HUVEC TNFa-induced E-selectin immunofluorescence, high content. 120,000 compounds, 0.71% hits;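 active = inhibition above the batch mean plus 3 SD, and confirmed as a hit on visual image review, cut at about 43% in these data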;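 also: 0% = TNF-stimulated DMSO wells and 100% = unstimulated control wells; not every result past the cut was called active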
PTEN del growth – suppresses growth of cells with PTEN deletion. AID 827. viability, % at 10 µM. HCT116 PTEN-null viability, CellTiter-Glo, 60 h; active compounds read low. 140,000 compounds, 1.2% hits;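 active = viability at or below a set limit, 4 SD under the median of all tested compounds, cut at about 3.7% in these data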;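 also: PTEN knockout HCT116 line with beta catenin targeted HCT116 as companion control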
MRP-1 activ – activators of MRP-1 | viability increase, % at 10 µM | 140,000 compounds, 0.61% hits | H69AR cells + doxorubicin, viability rescue, CellTiter-Glo;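 active = viability gain under doxorubicin at or above a set limit, the compound median plus 3 SD, cut at about 4.7% in these data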;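 also: MRP-1 overexpressing cells given doxorubicin 25 µM after compound pretreatment; 18-22 h compound pretreatment then 72 h with doxorubicin before readout; 0% = doxorubicin-only wells and 100% = vehicle-treated cells without doxorubicin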
HCT116 bCat-KO – beta-catenin-lacking colon tumor cell growth suppression; AID 818; HCT116 beta-catenin knockout viability, CellTiter-Glo, 60 h; active compounds read low; 140,000 compounds, 1.5% hits; viability, % at 10 µM;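 active = viability at or under a set limit, the compound median less 4 SD, cut at about 6% in these data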;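 also: 0% = Hyamine 1622 control at 20 µM and 100% = untreated cell control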
Yeast lifespan up – extends the lifespan of yeast. 130,000 compounds, 0.68% hits. inhibition of the nicotinamide effect, % at 10 µM. S. cerevisiae growth with nicotinamide, OD615; deaD strain in restrictive glucose medium;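 active = inhibition above a set limit, placed 3 SD over the median of all compounds, cut at about 26% in these data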;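 also: 0% = nicotinamide-treated wells and 100% = cells grown without nicotinamide; some compounds called inactive have numbers as strong as hits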
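Assay system: engineered S. cerevisiae DeaD replicative-lifespan strain, galactose-grown log-phase cells; medium: restrictive CSMM-D dextrose medium; also added: nicotinamide, 1.5 mM, co-present with compound; schedule: 48 h compound exposure at 30 °C, humidified; detection: absorbance at 615 nm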
GALR2 antag – blocks the human galanin receptor 2 | GALR2-expressing cells, antagonist mode | inhibition, % at 4 µM | 140,000 compounds, 0.39% hits | AID 828; in the data active = inhibition above about 27%;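 also: cells stimulated with galanin 1-16 at roughly its EC80; 0% = agonist challenge control and 100% = basal control without agonist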
Target sequence (O43603 whole entry, looked up): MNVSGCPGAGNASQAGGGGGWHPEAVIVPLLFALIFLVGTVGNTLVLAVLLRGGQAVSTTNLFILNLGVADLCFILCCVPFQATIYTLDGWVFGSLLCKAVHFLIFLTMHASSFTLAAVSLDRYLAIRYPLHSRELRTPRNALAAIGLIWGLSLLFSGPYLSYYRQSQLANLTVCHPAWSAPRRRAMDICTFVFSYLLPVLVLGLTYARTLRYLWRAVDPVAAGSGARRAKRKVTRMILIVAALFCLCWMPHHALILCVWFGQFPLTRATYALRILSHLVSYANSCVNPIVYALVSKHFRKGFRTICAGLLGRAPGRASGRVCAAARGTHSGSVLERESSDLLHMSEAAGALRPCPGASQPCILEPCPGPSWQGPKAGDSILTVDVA
Phagocyt inh – macrophage phagocytosis inhibition | J774A.1 macrophage IgG-bead phagocytosis, imaging | inhibition, % at 5 µM | 110,000 compounds, 0.07% hits | AID 1029;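 active = inhibition above the mean of the plate negative controls plus 5 SD, cut at about 13% in these data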;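 also: phagocytic index as fraction of beads internalized from green versus red external bead signal; plate controls were DMSO negative control for no effect and cytochalasin-D positive control for full effect; some results beyond the cut were filed as inactive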
Yeast growth inh – reduces growth of yeast BB579 in restrictive medium; S. cerevisiae BB579 growth, OD615, 48 h; 140,000 compounds, 0.51% hits; inhibition, % at 10 µM;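 active = inhibition above a set limit, 3 SD over the mean compound inhibition, cut at about 44% in these data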; also: inactives centre near -24
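System: Saccharomyces cerevisiae DeaD strain BB579, replicative lifespan model yeast. Buffer or medium: restrictive glucose-based CSMM-D medium. Doses: one dose, 10 µM compound with 0.25% DMSO. Timing: 4 h preincubation and 48 h exposure at 30 °C. Detection: turbidity as optical density at 615 nm. Benchmarks: amphotericin B 10 µg/mL, positive.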
Measles CPE – protection of cells from measles virus; protection (pct of control), % at 4 µM; Measles virus-infected cells, CPE protection, absorbance; 140,000 compounds, 1.5% hits; in the data active = protection mostly above about 24%, no sharp cut-off; inactive = mostly below about 26%; also: some compounds called inactive have numbers as strong as hits
NPY-Y2 antag – NPY-Y2 (human) receptor antagonism; NPY-Y2 expressing cells, antagonist mode; inhibition, % at 2.7 µM; 140,000 compounds, 0.99% hits; AID 793; in the data active = inhibition above about 17%;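 also: 0% = vehicle with agonist challenge and 100% = reference antagonist with challenge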
Target sequence (P49146 whole entry, looked up): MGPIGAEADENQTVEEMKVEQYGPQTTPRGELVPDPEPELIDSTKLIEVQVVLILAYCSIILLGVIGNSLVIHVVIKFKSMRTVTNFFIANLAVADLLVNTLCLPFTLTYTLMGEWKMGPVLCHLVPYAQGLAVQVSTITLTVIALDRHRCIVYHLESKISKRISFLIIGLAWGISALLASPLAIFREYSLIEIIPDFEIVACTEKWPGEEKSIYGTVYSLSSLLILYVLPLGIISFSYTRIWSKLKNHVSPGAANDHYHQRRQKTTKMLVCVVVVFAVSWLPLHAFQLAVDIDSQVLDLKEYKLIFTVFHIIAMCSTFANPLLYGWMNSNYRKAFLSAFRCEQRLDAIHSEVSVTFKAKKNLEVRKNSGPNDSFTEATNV
Starred values were filed as active, the others as inactive; . = no result given.

1. COc1ccccc1/C=C/C(=O)c1c2c(c(C)[nH]c1=O)CCCC2
2. COc1ccc(/C=N/OCC(=O)Nc2nc3ccccc3s2)cc1
3. CCc1cc2c(=O)c(Oc3ccccc3F)c(C)oc2c(CN(C)C)c1O
4. Cc1occc1C(=O)Nc1nnc(C(F)(F)F)s1
5. CN(C)c1ccc(CNC2CC(C)(C)NC(C)(C)C2)cc1
6. COc1ccc(C2CCCN2C(=O)Nc2ccc(F)cc2)cc1OC (centres undefined)
7. Cc1ccc(NC(=O)C(C)[n+]2ccccc2)cc1[N+](=O)[O-] (centres undefined)
8. N#Cc1c(-c2ccccc2)ccn(Cc2cccc(Cl)c2)c1=O

screen / no. | 1 | 2 | 3 | 4 | 5 | 6 | 7 | 8
E-sel TNF inh | 4 | . | -6 | . | -6 | 10 | -26 | -6
PTEN del growth | 3.2* | 100 | 101 | 90 | 96 | 91 | 89 | 72
MRP-1 activ | -4.5 | 1.8 | -4.0 | 3.0 | -0.4 | 1.9 | -2.4 | -0.8
HCT116 bCat-KO | 5.4* | 90 | 87 | 100 | 94 | 90 | 90 | 78
Yeast lifespan up | -1 | -4 | -10 | -9 | -13 | -4 | 7 | -7
GALR2 antag | -2 | 2 | -12 | 11 | 12 | -9 | -2 | 2
Phagocyt inh | . | -2 | . | 6 | . | . | -1 | .
Yeast growth inh | -19 | -18 | 23 | 27 | -18 | -5 | -64 | -20
Measles CPE | 19 | 3 | 4 | 10 | 10 | 4 | 10 | 3
NPY-Y2 antag | 3 | 6 | 2 | 2 | 3 | 0 | 1 | 5

Whole records, looked up by structure.
Cc1ccc(NC(=O)C(C)[n+]2ccccc2)cc1[N+](=O)[O-] (centres undefined) in the list: E-sel TNF inh = -26; PTEN del growth = 89; MRP-1 activ = -2.4; HCT116 bCat-KO = 90; Yeast lifespan up = 7; GALR2 antag = -2; Phagocyt inh = -1; Yeast growth inh = -64; Measles CPE = 10; NPY-Y2 antag = 1
COc1ccc(/C=N/OCC(=O)Nc2nc3ccccc3s2)cc1 in the list: E-sel TNF inh = .; PTEN del growth = 100; MRP-1 activ = 1.8; HCT116 bCat-KO = 90; Yeast lifespan up = -4; GALR2 antag = 2; Phagocyt inh = -2; Yeast growth inh = -18; Measles CPE = 3; NPY-Y2 antag = 6
COc1ccccc1/C=C/C(=O)c1c2c(c(C)[nH]c1=O)CCCC2 in the list: E-sel TNF inh = 4; PTEN del growth = 3.2*; MRP-1 activ = -4.5; HCT116 bCat-KO = 5.4*; Yeast lifespan up = -1; GALR2 antag = -2; Phagocyt inh = .; Yeast growth inh = -19; Measles CPE = 19; NPY-Y2 antag = 3

Next section.
9. CC12CCC(C(=O)Nc3cccc(NC(=O)C45CCC(C)(C(=O)O4)C5(C)C)n3)(OC1=O)C2(C)C
10. O=C1C=C(c2cccs2)C[C@H](c2ccccc2)[C@H]1n1nnc([N+](=O)[O-])n1
11. Cc1ccccc1NC(=O)N1CCCC1C(=O)NCc1cccs1 (centres undefined)
12. CN1CCN(C(=O)c2ccc(N(Cc3ccccc3Cl)S(C)(=O)=O)cc2)CC1
13. CCc1ccccc1OCC(=O)N(CC)CC(=O)NCc1ccc(F)cc1
14. COCC(C)NCc1ccccc1C (centres undefined)
15. COc1cccc(Cn2cnc3c(NS(=O)(=O)c4ccc(Cl)cc4)c(C)c(C)cc32)c1
16. CCC(CCC(=O)Nc1cccc(C(=O)O)c1)C(=O)O (centres undefined)

screen / no. | 9 | 10 | 11 | 12 | 13 | 14 | 15 | 16
E-sel TNF inh | -18 | . | 16 | 5 | -14 | 22 | 11 | -37
PTEN del growth | 71 | 4 | 113 | 108 | 97 | 103 | 92 | 92
MRP-1 activ | -1.1 | -4.5 | 1.0 | -0.8 | -1.2 | -0.8 | -1.1 | -0.1
HCT116 bCat-KO | 79 | 4.9* | 97 | 98 | 99 | 103 | 89 | 91
Yeast lifespan up | -28 | 5 | . | -7 | -3 | 5 | -15 | -4
GALR2 antag | -10 | 12 | 9 | -1 | 0 | 4 | -2 | -5
Phagocyt inh | 1 | -8 | . | 1 | -2 | -2 | -1 | .
Yeast growth inh | -35 | 5 | -23 | -23 | -20 | -55 | -3 | 8
Measles CPE | 7 | 0 | 7 | 19 | 13 | 20 | 8 | 7
NPY-Y2 antag | 0 | 0 | 0 | -1 | 4 | -2 | 0 | 0

17. O=C(C[n+]1cc(-c2ccc(F)cc2)n2c1CCC2)Nc1nc(-c2ccc(F)cc2)cs1
18. O=C(Nc1cccc2cccnc12)C1CCCC1
19. CCCCCCN(C(=O)CCCCCN1C(=O)NC(c2ccc(-c3ccccc3)cc2)C(C(=O)OCc2ccccc2)=C1C)C(C(=O)NCCCC)c1ccc(OCC(=O)OC)cc1 (centres undefined)
20. COc1ccccc1C(=O)N/C(=C/c1ccccc1)C(=O)NC(CCSC)C(=O)O (centres undefined)
21. CCC(C(=O)N1CCN(c2cccc(Cl)c2)CC1)c1ccccc1 (centres undefined)
22. O=C(NCc1ccco1)c1cc(-c2ccncc2)nc2ccccc12
23. COc1cc(C(=O)Sc2ccc(Cl)cc2)cc(OC)c1OC
24. Cc1cccc(N=C2NC(=O)CS2)c1C

screen / no. | 17 | 18 | 19 | 20 | 21 | 22 | 23 | 24
E-sel TNF inh | . | . | -18 | 4 | -2 | -5 | -52 | 10
PTEN del growth | 76 | 95 | 79 | 103 | 56 | 81 | 103 | 98
MRP-1 activ | -4.3 | -0.7 | 0.1 | -1.8 | -0.2 | -3.3 | -2.4 | -1.8
HCT116 bCat-KO | 74 | 100 | 66 | 102 | 65 | 87 | 63 | 99
Yeast lifespan up | -2 | -2 | 4 | -14 | -10 | -8 | -8 | -7
GALR2 antag | 5 | -8 | -7 | 2 | -12 | -5 | 3 | 4
Phagocyt inh | -5 | 1 | . | . | 1 | -1 | -2 | 2
Yeast growth inh | -22 | -14 | -19 | -24 | -55 | -35 | -25 | -27
Measles CPE | 8 | 29* | 28 | 0 | 12 | 10 | 5 | 13
NPY-Y2 antag | 4 | 3 | -1 | 1 | 11 | 1 | 2 | -2

25. Cc1cccnc1NC(=O)CSc1nnc(Cc2ccccc2)o1
26. O=C(NC1CCCCC1)C(c1ccccc1)N(Cc1ccc2c(c1)OCO2)C(=O)c1cnsn1 (centres undefined)
27. Cc1ccc(OCC(=O)NNC(=O)c2cccnc2)cc1
28. CCCCC(c1nnnn1C1CCCC1)N1CCN(C2CCCCC2)CC1 (centres undefined)
29. CCn1cc(C(C)NC(=O)COc2ccc(Cl)cc2C)c(C)n1 (centres undefined)
30. Cn1c(OCc2cccnc2)nc2c1c(=O)n(Cc1ccc(Br)cc1)c(=O)n2C
31. CSc1cc(C)n(-c2ccccc2)c(=S)c1C(C)=O
32. CN(CCC#N)C(=O)COC(=O)c1ccc(CNS(=O)(=O)c2ccc(F)c(Cl)c2)cc1

screen / no. | 25 | 26 | 27 | 28 | 29 | 30 | 31 | 32
E-sel TNF inh | -12 | -9 | 19 | -45 | 0 | -83 | 4 | .
PTEN del growth | 99 | 69 | 106 | 80 | 91 | 61 | 91 | 101
MRP-1 activ | -0.2 | -4.6 | 0.2 | -2.8 | 0.6 | 0.8 | -2.4 | 1.6
HCT116 bCat-KO | 94 | 88 | 106 | 79 | 88 | 74 | 90 | 91
Yeast lifespan up | . | . | 1 | 4 | -6 | . | 0 | -3
GALR2 antag | -8 | -3 | -3 | 6 | 11 | 6 | 5 | -8
Phagocyt inh | . | . | . | -1 | -1 | -1 | 0 | -8
Yeast growth inh | -41 | 6 | -50 | -32 | -39 | -6 | 5 | -26
Measles CPE | 5 | 3 | 23 | 8 | 11 | 14 | 10 | 10
NPY-Y2 antag | 8 | 26* | 1 | 26* | 5 | 5 | -2 | -1

33. O=C(NCc1ccco1)Nc1ccc(Br)cc1Cl
34. O=S1(=O)C=CC(Nc2cccc(Cl)c2)C1 (centres undefined)
35. CC(c1cccs1)N(C(=O)Nc1ccccc1)C1CCCCC1 (centres undefined)
36. Cc1ccccc1C(=O)NN(C)c1nc2ccccc2nc1C(F)(F)F
37. Nc1ncnc2c1ncn2[C@H]1C[C@H](O)[C@@H](COP(=O)(O)O)O1
38. Cc1ccccc1OCc1nc2ccc(S(=O)(=O)N3CCOCC3)cc2[nH]1
39. CCc1ccccc1NC(=O)CSc1nnc(Cn2nnc3ccccc32)n1C
40. CCCCNC(=S)Nc1ccccc1F

screen / no. | 33 | 34 | 35 | 36 | 37 | 38 | 39 | 40
E-sel TNF inh | 2 | -5 | -10 | 15 | . | 11 | 5 | -3
PTEN del growth | 90 | 74 | 90 | 47 | 106 | 93 | 100 | 92
MRP-1 activ | -0.1 | -4.8 | -0.1 | -5.9 | 0.7 | -3.1 | -0.4 | -3.9
HCT116 bCat-KO | 80 | 79 | 98 | 46 | 102 | 94 | 91 | 83
Yeast lifespan up | -15 | -13 | 10 | -9 | 1 | -2 | . | -11
GALR2 antag | -5 | -4 | -1 | -1 | -1 | -8 | -5 | 5
Phagocyt inh | 0 | 0 | -1 | . | . | 1 | . | 9
Yeast growth inh | -50 | -20 | -23 | -49 | -17 | -36 | -20 | 0
Measles CPE | 6 | 17 | 10 | 11 | 2 | 17 | 12 | 11
NPY-Y2 antag | 4 | 1 | -2 | 1 | -1 | 0 | 1 | 5

41. Cn1sc(NC(=O)c2ccccc2)nc1=O
42. CN1C(=O)c2cccc(N(C)C)c2C1=O
43. COc1cc(S(=O)(=O)Nc2c(C)cc(C)cc2C)ccc1Cl
44. Cc1ccc(C2CC(=O)c3cnn(-c4nc(C)cc(C)n4)c3C2)cc1 (centres undefined)
45. CC1(C)Cc2c(sc(NC(=O)c3ccco3)c2C(=O)O)CO1
46. CN(C)CCCNc1oc(-c2ccc(Cl)cc2)nc1C#N
47. CCOc1ccc(C(=O)NC(=S)Nc2ccc(NC(=O)c3ccco3)cc2)cc1[N+](=O)[O-]
48. O=C(O)C1CC=CCC1C(=O)NC12CC3CC(CC(C3)C1)C2 (centres undefined)
49. COc1ccc(NC(=O)c2ccccc2NC(=O)c2ccco2)c(OC)c1

screen / no. | 41 | 42 | 43 | 44 | 45 | 46 | 47 | 48 | 49
E-sel TNF inh | 9 | -7 | -5 | . | 9 | -29 | -64 | -18 | .
PTEN del growth | 99 | 105 | 95 | 96 | 103 | 79 | 74 | 96 | 93
MRP-1 activ | -0.8 | -1.3 | -1.2 | -0.3 | -0.2 | -4.2 | -4.3 | -1.8 | -2.6
HCT116 bCat-KO | 91 | 95 | 94 | 84 | 105 | 77 | 62 | 100 | 92
Yeast lifespan up | -15 | -13 | 0 | -5 | 2 | -10 | -8 | 11 | -12
GALR2 antag | 4 | 6 | -27 | -21 | 1 | 3 | -7 | 11 | 6
Phagocyt inh | 2 | 1 | 1 | -6 | -2 | . | -3 | -1 | 0
Yeast growth inh | -35 | -11 | -73 | -18 | -63 | -6 | -49 | -19 | -1
Measles CPE | 5 | 6 | 7 | 26 | 20 | 18 | 6 | 1 | 10
NPY-Y2 antag | 2 | 0 | 2 | 3 | 0 | 4 | -2 | 1 | 2

Bioassay records deposited in PubChem by several laboratories.
